PABP1 MLLE inh – inhibitors of microRNA-mediated deadenylation, human PABP1 MLLE binding; P11940; inhibition, % at 20 µM; GST-MLLE / FITC-PAM2 fluorescence polarization; hit rate 0.36% among 360,000; in the data active = inhibition above about 35%, passing the limit was not always enough;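 note: plate controls were DMSO wells with GST-MLLE for no effect and wells lacking GST-MLLE protein for full effect; some results filed as inactive read as strong as hits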
Target sequence (P11940 whole entry, looked up): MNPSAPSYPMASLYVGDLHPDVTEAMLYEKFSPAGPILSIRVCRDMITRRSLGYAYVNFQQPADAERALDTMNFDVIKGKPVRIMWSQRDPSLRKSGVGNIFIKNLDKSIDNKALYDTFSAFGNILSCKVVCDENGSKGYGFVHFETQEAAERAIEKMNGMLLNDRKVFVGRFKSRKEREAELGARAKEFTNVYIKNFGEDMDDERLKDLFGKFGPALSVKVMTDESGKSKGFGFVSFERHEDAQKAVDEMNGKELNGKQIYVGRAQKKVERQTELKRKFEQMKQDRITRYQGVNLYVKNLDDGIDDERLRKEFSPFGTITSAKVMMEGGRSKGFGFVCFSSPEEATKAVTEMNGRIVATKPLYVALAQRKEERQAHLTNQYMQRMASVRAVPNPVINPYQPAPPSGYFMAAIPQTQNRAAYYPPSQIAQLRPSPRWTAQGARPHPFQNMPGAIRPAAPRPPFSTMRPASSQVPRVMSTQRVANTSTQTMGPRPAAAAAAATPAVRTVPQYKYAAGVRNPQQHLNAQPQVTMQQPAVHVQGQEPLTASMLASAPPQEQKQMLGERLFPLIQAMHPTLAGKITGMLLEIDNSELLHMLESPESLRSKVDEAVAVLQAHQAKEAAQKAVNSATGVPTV
CSN deneddyl inh – CSN deneddylation inhibition; Purified CSN, SCF-Nedd8-OG deneddylation, fluorescence polarization; AID 651999; inhibition, % at 12.5 µM; Q92905; hit rate 0.38% among 360,000;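 active = pattern-corrected inhibition above about 35%, with an unprinted fluorescence ratio check between 0.5 and 1.5, limit read from the data, passing the limit was not always enough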;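 note: 0% = enzyme with substrate and 100% = substrate without enzyme; some results filed as inactive read as strong as hits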
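Assay system: Purified human Csn5 enzyme expressed in HEK293T cells | Amount: Enzyme 0.24 nM | Measured by: Fluorescence polarization readout | Medium: Tris/NaCl/DTT buffer, pH 7.5 | Compound dosing: One concentration, 12.5 µM, 0.25% DMSO | Times: 90 min incubation of compound, enzyme and substrate at room temperature | Control set: no-enzyme wells high, enzyme-with-substrate wells low | Read-out: % inhibition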
TbMetRS inhib – blocks T. brucei methionyl-tRNA synthetase activity; hit rate 0.4% among 360,000; purified T. brucei MetRS, ATP depletion, Kinase-Glo luminescence; inhibition, % at 11.9 µM; AID 624268;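 active = inhibition above a per-plate cutoff of the control wells' mean inhibition plus 3 SD, cut at about 5.5% in these data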;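 note: 0% = DMSO wells median and 100% = median of wells with control inhibitor compound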
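assay system = parasite MetRS enzyme | timing = 15 min preincubation, 2 h reaction, all 25 °C | evaluation = percent inhibition relative to median high and low control wells | medium = HEPES buffer containing pyrophosphatase, BSA, spermine, DTT | compound = single dose, 11.9 µM final nominal, 0.9% final DMSO | detection = Kinase-Glo luminescence, ATP depletion format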
LMPTP block – blocks human LMPTP phosphatase; P24666; recombinant LMPTP-A, OMFP fluorogenic substrate, fluorescence intensity; inhibition, % at 20 µM; hit rate 0.22% among 360,000; AID 651560;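 active = compounds that cut the enzyme signal by at least half of the control window in the single-dose screen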;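 note: plate controls were DMSO wells with enzyme plus substrate for no effect and substrate without enzyme for full effect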
Target sequence (P24666 whole entry, looked up): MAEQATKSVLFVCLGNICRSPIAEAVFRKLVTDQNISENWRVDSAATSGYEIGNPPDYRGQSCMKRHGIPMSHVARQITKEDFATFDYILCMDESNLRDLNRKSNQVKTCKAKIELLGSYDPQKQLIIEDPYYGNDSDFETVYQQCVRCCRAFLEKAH
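test system = LMPTP-A | amount = 0.625 nM LMPTP-A final | reagent = fluorogenic phosphatase substrate OMFP at 400 µM final | incubation = 50 min at room temperature | benchmarks = no-enzyme low control, uninhibited high control | medium = Bis-Tris pH 6.0, DTT, detergent | signal = fluorescence intensity of OMFP turnover product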
DNMT1 block – inhibitors of human DNMT1; DNMT1 molecular beacon, Hinp1I cleavage, fluorescence; P26358; inhibition (reported as % activation of signal), % at 10 µM; hit rate 0.83% among 360,000; in the data active = inhibition above about 50%
NadD block – blocks S. aureus nicotinate mononucleotide adenylyltransferase; purified NadD enzyme, colorimetric absorbance read-out; inhibition, % at 20 µM; hit rate 0.78% among 360,000; AID 602399; in the data active = inhibition above about 26%; note: some compounds past the cut are filed as inactive
SUMO1 PPI mod – alters human SUMO1 binding to SIM partners. hit rate 0.33% among 360,000. SUMO1 binding to a labelled peptide, TR-FRET, 1 h. inhibition, % at 20 µM. P63165; in the data active = inhibition above about 37%
Target sequence (P63165 whole entry, looked up): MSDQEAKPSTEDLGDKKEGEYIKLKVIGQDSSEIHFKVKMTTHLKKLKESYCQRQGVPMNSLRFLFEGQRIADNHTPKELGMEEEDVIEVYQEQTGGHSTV
STEP block – STEP (human) phosphatase inhibition. recombinant STEP, OMFP fluorogenic substrate, fluorescence. inhibition, % at 20 µM. hit rate 0.25% among 360,000. P54829;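 active = inhibition at 20 µM, scaled per plate between control wells, above about 37%, limit read from the data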;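 note: 0% = DMSO with enzyme and substrate and 100% = substrate only without enzyme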
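Test system: STEP tyrosine phosphatase / Reagent: OMFP at 25 µM / Doses: 20 µM, 1% DMSO / Read-out: percent inhibition scaled to no-enzyme and uninhibited-enzyme controls, plate-pattern corrected / Detection: FITC-channel fluorescence of OMFP product / Medium: Bis-Tris buffer pH 6.0, 2.5 mM DTT, 0.005% Tween 20 / Schedule: 20 min at room temperature, dark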
Scp1 inh – inhibitors of human Scp-1 phosphatase; AID 493091; inhibition, % at 20 µM; Recombinant Scp1, phosphopeptide, malachite green phosphate absorbance; hit rate 0.88% among 340,000;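 active = inhibition above about 50% at 20 µM, limit read from the data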;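 note: plate controls were DMSO wells with enzyme for no effect and wells lacking enzyme for full effect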
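System: SCP-1 catalytic domain; Reagent: Phospho 17-mer peptide substrate; Doses: one concentration, 20 µM, with 1.0% DMSO; Incubation: 45 min room-temperature reaction, 5 min colour, 30 min stabiliser; Signal: Phosphate-binding colour reagent, absorbance read at 630 nm.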
Rpn11 inh – inhibitors of human proteasome Rpn11; O00487; human 26S proteasome, Ub4-pepOG fluorescence polarization; 20S core pre-blocked with epoxomicin; calls only at 20 µM; hit rate 0.59% among 360,000; AID 588493;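 active = inhibition at 20 µM, scaled to each plate's controls, above about 33%, limit read from the data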
Starred values were filed as active, the others as inactive; i = inactive; . = not tested or not shown.

The first 5 compounds, to show the layout:
SMILES	PABP1 MLLE inh	CSN deneddyl inh	TbMetRS inhib	LMPTP block	DNMT1 block	NadD block	SUMO1 PPI mod	STEP block	Scp1 inh	Rpn11 inh
CC(=O)c1c(O)cc(C(C)C)n(-c2ccccc2)c1=O	1	4	-0.5	-3.2	3	3	1	2	-10	i
CCN(CC)CCCNC(=O)C1c2ccccc2C(=O)N1Cc1ccc(C)cc1 (stereo not given)	13	-2	-0.5	1.6	-1	-3	-6	-3	-3	i
CC1CCCC(C)N1S(=O)(=O)c1ccc(S(=O)(=O)N2CCOCC2)cc1 (stereo not given)	-6	3	0.2	1.1	13	-5	1	-1	-8	i
CNC(=O)c1ccsc1NC(=O)CS(=O)(=O)c1ccc(Cl)cc1	1	0	-0.3	0.5	-2	4	1	2	-5	i
Cc1onc(-c2ccccc2)c1C(=O)OCC(=O)Nc1ccccc1Cl	-10	4	-0.1	-0.6	5	-7	1	-1	.	i

This part in full, previewed entries included:
SMILES	PABP1 MLLE inh	CSN deneddyl inh	TbMetRS inhib	LMPTP block	DNMT1 block	NadD block	SUMO1 PPI mod	STEP block	Scp1 inh	Rpn11 inh
CC(=O)c1c(O)cc(C(C)C)n(-c2ccccc2)c1=O	1	4	-0.5	-3.2	3	3	1	2	-10	i
CCN(CC)CCCNC(=O)C1c2ccccc2C(=O)N1Cc1ccc(C)cc1 (stereo not given)	13	-2	-0.5	1.6	-1	-3	-6	-3	-3	i
CC1CCCC(C)N1S(=O)(=O)c1ccc(S(=O)(=O)N2CCOCC2)cc1 (stereo not given)	-6	3	0.2	1.1	13	-5	1	-1	-8	i
CNC(=O)c1ccsc1NC(=O)CS(=O)(=O)c1ccc(Cl)cc1	1	0	-0.3	0.5	-2	4	1	2	-5	i
Cc1onc(-c2ccccc2)c1C(=O)OCC(=O)Nc1ccccc1Cl	-10	4	-0.1	-0.6	5	-7	1	-1	.	i
COc1cccc(NC(=O)COC(=O)c2c(F)cccc2Cl)c1	3	8	-0.4	-0.7	-4	-13	-1	-2	-9	i
O=C(c1cc(-c2ccc(F)cc2)on1)N1CCN(c2ccc(F)cc2)CC1	4	3	0.3	-0.4	0	3	3	0	-10	i
Cc1cc(C(=O)COC(=O)c2ccc[nH]c2=O)c(C)n1C	7	-3	0.0	-0.7	0	0	1	-2	-8	i
O=C(CSc1nc2cc([N+](=O)[O-])ccc2n1-c1ccc(F)cc1)NC1CCS(=O)(=O)C1 (stereo not given)	-109	-1	0.3	0.6	-17	-2	-15	2	-5	i
O=C(Nc1nnc(CCc2ccccc2)s1)c1ccccc1	-13	0	-0.6	-1.2	2	-5	5	-1	6	i
Cc1nc2ccccn2c1P(=O)(N1CCCCC1)N1CCCCC1	-2	4	0.3	-1.9	4	-1	0	-3	-8	i
COc1cccc(NC(=O)N2CCC(NC(=O)C3CCCCC3)CC2)c1	-9	-3	0.0	-1.0	0	-4	4	1	-5	i
COc1ccc(OC)c(C2C(C(=O)O)c3ccccc3C(=O)N2C)c1 (stereo not given)	1	4	0.0	-2.3	-2	-2	-2	-1	-2	i
O=C(N1CCN(c2ccccc2)CC1)C1(c2cccs2)CCOCC1	1	6	0.3	-0.9	2	-1	-2	-5	-1	i
O=C(CCNS(=O)(=O)c1ccc(OC(F)(F)F)cc1)N1CCN(C/C=C/c2ccccc2)CC1	9	-5	-0.3	0.6	-1	1	3	1	-8	i
CN(C)c1ccc(NC(=O)CSc2nnc(-c3ccco3)c(-c3ccco3)n2)cc1	25	30	0.5	27	-8	26	-8	4	-3	i
CN(C)CCCN(C(=O)c1ccc(Br)s1)c1nc2cc3c(cc2s1)OCO3	16	4	-0.4	-0.9	-4	-10	-7	-1	-6	i
O=C(O)CCCCCNS(=O)(=O)c1ccc2c3c(cccc13)C(=O)N2	3	6	0.2	-1.7	19	-1	2	8	32	i
Cc1nc2sccn2c(=O)c1S(=O)(=O)NCc1ccccc1Cl	-10	10	-0.2	-1.2	4	2	-4	2	-7	i
c1coc(-c2ccnc3nc(-n4cccc4)nn23)c1	-6	-4	-0.3	11	11	11	-14	4	-7	i
CCCCNC(=O)CN(c1cccc(Br)c1)S(C)(=O)=O	2	-7	2.6	-1.3	1	1	-1	-1	-7	i
COc1cccc(OC)c1OCCCCN1CCC(Cc2ccccc2)CC1	0	0	-0.3	-1.1	-1	-12	6	-1	-11	i
COc1ccc2[nH]c3c(c2c1)CCN1C(=O)C(CC(=O)NCCCn2ccnc2)C[C@H](C(=O)N(C(C)C)C(C)C)[C@@]31C (stereo not given in full)	11	4	-0.7	-8.1	1	5	-1	-1	4	i
O=C(O)C1Cc2ccccc2-c2ccccc2C1	10	-2	-0.3	0.1	0	-13	1	-1	-4	i
CC1CCCCC12NC(=O)N(CC(=O)NCc1ccccc1Cl)C2=O (stereo not given)	-17	0	-0.2	-2.8	6	0	-4	2	-15	i
Later entries
SMILES	PABP1 MLLE inh	CSN deneddyl inh	TbMetRS inhib	LMPTP block	DNMT1 block	NadD block	SUMO1 PPI mod	STEP block	Scp1 inh	Rpn11 inh
Cn1nc(N)c2c(-c3ccccc3)c(C#N)c(N)nc21	4	2	-0.7	-2.0	5	2	-9	0	1	i
O=C(CNC(=O)[C@@H]1Cc2ccccc2CN1)Nc1ccc2c(c1)OCCO2	1	-3	-0.9	-1.7	0	3	-5	0	-1	i
CCOC(=O)CN1C(=O)N[C@@H](c2cccs2)C(C(=O)OC)=C1C	4	-1	-0.4	-0.9	3	-7	1	3	58*	i
COc1ccccc1C(=O)NC(=O)CSc1nnc(N)s1	23	1	-0.3	1.2	8	5	15	0	40	i
CCN(CC)S(=O)(=O)c1nnc(NC(=O)c2ccco2)s1	-15	0	-0.1	-0.8	6	-2	17	1	0	i
Oc1cccc2cc(Nc3ccccc3)cnc12	11	0	-0.3	0.5	-8	-3	-21	1	.	i
CCC(C(=O)Nc1cccnc1)n1c(=O)[nH]c2ccccc2c1=O (stereo not given)	-2	-1	-0.5	-2.2	-2	-4	-3	-4	-9	i
Cc1cc(Br)ccc1NC(=O)CN(C)C(=O)c1ccccc1OCc1c(C)noc1C	-5	1	-0.1	0.4	-1	-2	-5	-2	.	i
Cc1cccc(C)c1NC(=O)c1csc([C@@H]2O[C@H](CO)[C@H](O)[C@H](O)[C@H]2O)n1	-4	6	0.2	2.2	1	-7	3	-3	.	i
Cc1cccc(OCCC(=O)N(C)CC(=O)Nc2cccc3ccccc23)c1	-8	-1	-0.4	0.3	-3	-7	-2	2	-3	i
c1ccc2c(c1)nnn2Cc1nnc2sc(-c3ccncc3)nn12	35	1	0.2	-0.8	-1	1	-1	1	0	i
CNC(=O)NC(=O)CSc1nnc(-c2ccco2)n1-c1ccccc1	7	0	-0.3	-1.0	4	-2	-2	-3	-6	i
CC(=O)Nc1ccc(NC(=O)Nc2cccc3ccccc23)cc1	8	-2	-0.4	-0.5	-3	-9	-10	0	-2	i
O=C(N/C(=C\c1ccc(Cl)cc1)C(=O)N1CCOCC1)c1ccco1	-8	7	-2.0	-0.7	2	-3	2	0	7	i
N#Cc1nc2ccccc2n1OCc1ccccc1	-12	-1	-0.2	-0.5	1	-10	0	0	.	i
Fc1ccc(-c2cc(C(F)(F)C(F)F)[nH]n2)cc1	-11	-1	-0.1	0.8	6	0	2	-2	-2	i
CC1CCCCN1S(=O)(=O)c1ccc(NC(=O)CSc2nnnn2C)cc1 (stereo not given)	6	-1	-0.4	-1.5	-1	-1	1	-3	-5	i
CCCCOc1ccc(Nc2nc(C)cc(C)c2C#N)cc1	-2	-2	0.5	0.9	0	3	2	1	-3	i
O=C(O)c1ccc(S(=O)(=O)N2CCC(NC(=O)C3CCCCC3)CC2)cc1	13	-3	0.3	-0.6	3	2	6	-1	-3	i
Cc1cccc(C)c1NC(=S)NCCc1ccc(O)c(O)c1	13	-1	0.4	-1.1	2	3	-1	0	-6	i
CCOc1ccc(/C=N/NC(=O)c2ccc(CSc3nc4ccccc4[nH]3)cc2)cc1	-33	2	0.2	1.6	-9	22	1	3	-7	i
CCOc1cc(S(=O)(=O)n2ccnc2)ccc1Br	20	-9	-0.6	0.0	-1	-3	-2	0	-13	i
Cn1cnnc1SCC(=O)Nc1cccc(C(=O)O)c1	-14	-3	0.0	-0.7	2	4	1	5	-5	i

An excerpt from above in order of formula weight, lowest first:
SMILES	PABP1 MLLE inh	CSN deneddyl inh	TbMetRS inhib	LMPTP block	DNMT1 block	NadD block	SUMO1 PPI mod	STEP block	Scp1 inh	Rpn11 inh
Cc1cccc(OCCC(=O)N(C)CC(=O)Nc2cccc3ccccc23)c1	-8	-1	-0.4	0.3	-3	-7	-2	2	-3	i
CC1CCCCN1S(=O)(=O)c1ccc(NC(=O)CSc2nnnn2C)cc1 (stereo not given)	6	-1	-0.4	-1.5	-1	-1	1	-3	-5	i
CN(C)c1ccc(NC(=O)CSc2nnc(-c3ccco3)c(-c3ccco3)n2)cc1	25	30	0.5	27	-8	26	-8	4	-3	i

3 neighbouring entries from above, quoted:
SMILES	PABP1 MLLE inh	CSN deneddyl inh	TbMetRS inhib	LMPTP block	DNMT1 block	NadD block	SUMO1 PPI mod	STEP block	Scp1 inh	Rpn11 inh
CC(=O)c1c(O)cc(C(C)C)n(-c2ccccc2)c1=O	1	4	-0.5	-3.2	3	3	1	2	-10	i
CCN(CC)CCCNC(=O)C1c2ccccc2C(=O)N1Cc1ccc(C)cc1 (stereo not given)	13	-2	-0.5	1.6	-1	-3	-6	-3	-3	i
CC1CCCC(C)N1S(=O)(=O)c1ccc(S(=O)(=O)N2CCOCC2)cc1 (stereo not given)	-6	3	0.2	1.1	13	-5	1	-1	-8	i

Compound activity from PubChem BioAssay.
